Bioassay records (PubChem BioAssay)
CHRM5 antagonist: blocks acetylcholine activation of human M5 receptor | P08912 | CHO-hM5 cells, Fluo-8 calcium fluorescence, ACh EC80 | inhibition, % at 3 µM | 360,000 tested, 0.59% active | AID 624040;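 active means inhibition above a per-plate cutoff, the mean of that plate's test compounds plus 3 SD, cut at about 27% in these data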;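 further: 0% = acetylcholine EC80 with DMSO and 100% = DMSO without agonist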
Target sequence (P08912 whole entry, looked up): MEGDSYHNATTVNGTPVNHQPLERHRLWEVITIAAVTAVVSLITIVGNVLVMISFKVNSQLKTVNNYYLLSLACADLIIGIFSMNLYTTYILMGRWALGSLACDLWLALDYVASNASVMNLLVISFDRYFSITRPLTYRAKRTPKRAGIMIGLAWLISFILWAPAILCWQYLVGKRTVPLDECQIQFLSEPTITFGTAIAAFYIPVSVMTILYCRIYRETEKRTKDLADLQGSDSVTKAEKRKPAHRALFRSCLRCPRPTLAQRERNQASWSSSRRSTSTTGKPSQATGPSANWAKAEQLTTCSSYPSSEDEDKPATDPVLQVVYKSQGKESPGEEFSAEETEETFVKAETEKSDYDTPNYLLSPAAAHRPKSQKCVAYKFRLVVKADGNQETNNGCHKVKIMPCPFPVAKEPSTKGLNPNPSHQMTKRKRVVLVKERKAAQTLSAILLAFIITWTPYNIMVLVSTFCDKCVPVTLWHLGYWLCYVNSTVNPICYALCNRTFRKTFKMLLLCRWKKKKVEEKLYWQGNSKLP
M4 PAM: potentiates acetylcholine response at human M4 receptor; P08173; CHO-K1 hM4/Gqi5, Fluo-8 calcium fluorescence, ACh EC20; 0% = ACh EC20, 100% = maximal ACh; activation, % at 3 µM; 360,000 tested, 0.4% active; AID 624126;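 active means activation above its plate's cutoff, the mean activation of sample wells plus 3 SD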; further: some results filed as inactive read as strong as hits
Target sequence (P08173 whole entry, looked up): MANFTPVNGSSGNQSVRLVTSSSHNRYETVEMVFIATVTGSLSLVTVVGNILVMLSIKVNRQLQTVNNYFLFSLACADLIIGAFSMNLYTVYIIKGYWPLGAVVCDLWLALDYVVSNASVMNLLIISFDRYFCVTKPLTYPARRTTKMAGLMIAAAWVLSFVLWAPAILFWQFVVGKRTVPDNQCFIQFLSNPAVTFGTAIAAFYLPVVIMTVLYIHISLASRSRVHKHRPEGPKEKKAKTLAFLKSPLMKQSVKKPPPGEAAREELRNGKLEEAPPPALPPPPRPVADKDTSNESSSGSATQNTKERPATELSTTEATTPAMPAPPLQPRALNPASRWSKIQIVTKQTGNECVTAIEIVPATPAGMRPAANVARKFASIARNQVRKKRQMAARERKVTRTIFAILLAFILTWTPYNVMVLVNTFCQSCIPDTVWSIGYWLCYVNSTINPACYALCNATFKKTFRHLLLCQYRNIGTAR
CHRM4 antagonist: CHRM4 antagonism in calcium assay; P08173; AID 624125; CHO-hM4 cells, ACh EC80, Fluo-8 calcium fluorescence; 360,000 tested, 0.73% active; inhibition, % at 3 µM;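 active means inhibition above its plate's cutoff, the mean inhibition of sample wells plus 3 SD, cut at about 27% in these data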;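 further: 0% = acetylcholine EC80 with DMSO and 100% = DMSO without agonist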
CRFBP-R2 block: antagonists of CRF-binding protein/CRF-R2 receptor complex; HEK293 CRF-R2/CRF-BP, CRF-induced calcium fluorescence; 350,000 tested, 0.59% active; AID 588475; inhibition, % at 11.8 µM;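 active means inhibition of the ligand-induced calcium signal above about 50% at the single tested concentration, limit read from the data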
M5 ag: CHRM5 agonism in calcium assay; CHO-K1 hM5 cells, Fluo-8 calcium fluorescence; 0% DMSO wells, 100% maximal acetylcholine response; activation, % at 3 µM; P08912; 360,000 tested, 0.19% active;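 active means activation above the run's mean over test compounds plus 3 SD, cut at about 23% in these data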;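 further: signal is peak over basal fluorescence ratio across the kinetic read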
CRFBP-R2 agonist: CRF-BP/CRF-R2 complex agonism; HEK293 CRF-R2/CRF-BP, calcium dye fluorescence (FLIPR); percent of saturating CRF peptide response; 350,000 tested, 0.46% active; activation, % at 13.2 µM;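 active means activation of at least 50%, plus an integration ratio under a set limit after plate pattern correction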;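 further: plate controls were neutral control wells without compound for no effect and CRF at EC100 for full effect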
CHRM5 PAM: potentiates acetylcholine response at human M5 receptor; P08912; CHO-K1 hM5, Fluo-8 calcium, ACh EC20 PAM; 0% = ACh EC20, 100% = ACh EC100; activation, % at 3 µM; 360,000 tested, 0.3% active; AID 624038;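 active means activation above the run cutoff, the mean activation of all test compounds plus 3 SD, cut at about 18% in these data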
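Replicates: One well per compound, no replicates | System: Human M5 receptor in CHO-K1 cells | Benchmarks: Low control EC20 acetylcholine (0%), high control EC100 acetylcholine (100%) | Probe or stimulus: Acetylcholine, EC20 level | Times: Fluo-8 loading 80 min at 37 °C plus 30 min room temperature | Signal: Intracellular calcium via Fluo-8 fluorescence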
IDE cell inh: cellular human IDE inhibition. P14735. inhibition, % at 5.59 µM. 320,000 tested, 0.41% active. HEK cells, FAbetaB cleavage, fluorescence polarization;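 active means percent inhibition above the average of all tested compounds plus 3 SD, set per screening campaign, cut at about 16% in these data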;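 further: IDE supplied by intact live HEK cells; FP after avidin binding of uncleaved biotin substrate so inhibition keeps polarization high; 0% = DMSO wells and 100% = 60 µM reference IDE inhibitor Ii1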
M4 ag: CHRM4 agonism in calcium assay; CHO-K1 hM4/Gqi5, Fluo-8 calcium fluorescence; vehicle 0%, full acetylcholine response 100%; AID 624127; P08173; activation, % at 3 µM; 360,000 tested, 0.14% active;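 active means activation above the run mean over all test wells plus 3 SD, cut at about 32% in these data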;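 further: peak over basal fluorescence ratio per well then scaled between controls; 0% = DMSO wells and 100% = acetylcholine at EC100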
The depositor's hits bear a star; nt = no result given.

SMILES	CHRM5 antagonist	M4 PAM	CHRM4 antagonist	CRFBP-R2 block	M5 ag	CRFBP-R2 agonist	CHRM5 PAM	IDE cell inh	M4 ag
COc1ccc(-c2ccc([C@H]3[C@@H]4C=CCC[C@@]4(C)C(=O)N3Cc3ccccc3)c(F)c2)cc1OC	5	-5	-10	-3	-2	0.7	4	2	0
Cc1ccccc1CN(C)CC(=O)NC(C)CCc1ccccc1 (stereo unspecified)	12	4	-8	-8	-7	-1.3	3	8	0
CCOC(=O)N1CCN(C(=O)CSc2nc(=O)n3cccc(C)c3n2)CC1	0	1	-9	10	-3	-1.1	4	-1	1
Cc1[nH]c2ccccc2c1/C=N/NC(=O)CNC(=O)c1ccc2c(c1)OCO2	6	-1	6	-8	-5	1.8	-2	2	2
CC(OC(=O)CSc1ccccc1)C(=O)NC1CCCCC1C (stereo unspecified)	0	7	-2	2	0	-1.3	0	nt	2
CCOc1ccc(S(=O)(=O)N2CCCCC2)cc1NC(=O)Cc1cc(OC)c(OC)c(OC)c1	6	-4	10	-13	2	-0.6	3	nt	0
CC1(C)NC(C(=O)O)Cc2c1[nH]c1ccccc21 (stereo unspecified)	8	-2	6	5	1	-0.9	-6	-3	0
COc1cc2c(C(=O)N3CCN(Cc4ccc5c(c4)OCO5)CC3)cn(C)c(=O)c2cc1OC	-5	0	-7	9	-10	1.0	-11	12	0
CC(=O)c1ccc(NC(=O)c2cccc(S(=O)(=O)N3CCN(C)CC3)c2)cc1	13	-4	5	-8	-1	7.8	-4	2	2
Cc1cccc(NC(=O)CCCCCN2C(=O)c3ccccc3C2=O)n1	-6	-3	-3	2	3	-1.6	3	2	2
COC(=O)c1c(NC(=O)COC(=O)CNC(=O)c2cccc(OC(F)F)c2)sc(C)c1C	-3	2	-2	1	-1	1.6	-1	nt	1
CC(C)Cn1c2c(c(O)c(C(=O)Nc3ncccc3O)c1=O)CCCC2	-4	3	-6	8	1	1.9	6	0	-1

One compound at a time, as listed above. Order of values: CHRM5 antagonist	M4 PAM	CHRM4 antagonist	CRFBP-R2 block	M5 ag	CRFBP-R2 agonist	CHRM5 PAM	IDE cell inh	M4 ag
`Cc1cccc(NC(=O)CCCCCN2C(=O)c3ccccc3C2=O)n1` is entered as -6	-3	-3	2	3	-1.6	3	2	2
`CC1(C)NC(C(=O)O)Cc2c1[nH]c1ccccc21` (stereo unspecified) is entered as 8	-2	6	5	1	-0.9	-6	-3	0

Continuation:
SMILES	CHRM5 antagonist	M4 PAM	CHRM4 antagonist	CRFBP-R2 block	M5 ag	CRFBP-R2 agonist	CHRM5 PAM	IDE cell inh	M4 ag
Cn1nccc1NC(=O)Nc1cccc(Cl)c1Cl	-2	1	-5	19	3	-0.8	8	2	1
O=C(/C=C/c1ccc(S(=O)(=O)N2CCOCC2)cc1)N1CCN(c2ccc(F)cc2)CC1	6	-12	-2	1	7	2.9	-1	1	3
Cn1c(C(=O)NCc2ccccn2)cc2c(=O)n3ccccc3nc21	-5	1	0	-6	2	-0.1	3	5	1
CC(=O)Nc1ccc(C(=O)COC(=O)CN2C(=O)NC3(CCCCC3C)C2=O)cc1 (stereo unspecified)	5	10	-1	4	2	-1.2	-3	0	0
Cc1ccc(S(=O)(=O)N(C)CCCC(=O)Nc2ccc(C)cc2C)cc1	4	0	-1	-20	5	-0.9	-4	-1	5
COc1cc2ccccc2cc1C(=O)N/N=C/c1ccc2c(c1)OCO2	-3	4	-4	53*	-2	-1.0	-1	nt	5
O=C(N/N=C/c1ccc(O)cc1O)c1ccncc1	14	-10	6	-11	2	1.7	-12	2	14
CCOc1ccccc1N(CC(=O)OC)S(=O)(=O)c1ccccc1	1	4	-4	8	-4	0.0	0	2	-2
Cc1cccc(NC(=O)[C@H](Cc2ccccc2)NC(=O)[C@@H]2Cc3ccccc3CN2)c1	7	5	-4	-2	-4	-0.9	-3	-1	8
CCCCCCNC(=O)O[C@]12C[C@@H](C(=O)OC)[C@@H](C(=O)OC)C[C@@]1(O)CN(S(=O)(=O)c1ccc(C)cc1)C2	4	4	-16	0	-2	0.0	3	nt	5
COc1ccc(-c2ncnc(C(F)(F)F)c2-c2csc(C)n2)c(O)c1	7	-4	0	-15	-3	-0.4	-1	3	1
CC(C)[C@@H](C(=O)NC1CCCC1)N1C(=O)N2CCc3c([nH]c4ccccc34)[C@@]2(C)C1=O	3	4	-5	-3	2	-1.5	-4	-2	1
CC(C)c1ccc(NC2CCCN(C(=O)CCc3cnn(C)c3)C2)cc1 (stereo unspecified)	-3	-7	10	6	-4	-0.5	3	nt	1
COc1cc(NC(=O)COC(=O)c2[nH]c(C)c(C(C)=O)c2C)cc(OC)c1	11	6	3	-1	5	0.2	2	-1	5
COC(=O)c1c(NC(=O)CN2CCCC(C)C2)c2c(C)cccc2n1C (stereo unspecified)	-13	1	-6	-10	2	-1.6	-7	0	2
O=C(O)c1nnn(-c2cccc(C(F)(F)F)c2)c1-c1ccccc1	6	-9	1	21	5	-2.5	2	-8	0
Cc1nc2sc(C(c3cccs3)N3CCC4(CC3)OCCO4)c(O)n2n1 (stereo unspecified)	-1	4	-1	9	1	-1.4	4	-2	2
O=C(Nc1cccc(-n2cnnn2)c1)c1ccco1	-4	2	-2	5	-4	-0.3	-3	2	1
Cc1ccc(CN2CCN(Cc3cccn3-c3ccc(Cl)cn3)CC2CCO)o1 (stereo unspecified)	-2	-6	-4	17	-2	0.4	4	6	1
CCCc1[nH]nc2c1C(c1ccc(Br)s1)C(C#N)=C(N)O2 (stereo unspecified)	-4	1	-8	-34	-3	-2.5	-3	6	2
COc1nc(-c2ccc(Cl)cc2)ccc1-c1noc(-c2cccs2)n1	8	2	-1	12	-2	4.9	-1	-1	0
CS(=O)(=O)CCC(C(=O)N1CCOCC1)N1C(=O)c2cc(Cl)c(Cl)cc2C1=O (stereo unspecified)	-4	13	-2	-29	-2	-0.9	0	2	0
CC(C)n1cc(/C(N)=N/O)c(=O)n(Cc2ccccc2)c1=O	16	13*	22	9	4	-0.1	39*	3	6
COCCNCC#CCOc1ccc(OC)cc1	15	-1	-9	10	-2	-0.1	-4	-2	2
O=C(N/N=C/c1ccc(Cl)cc1Cl)Nc1ccccc1	-1	0	5	-28	-1	1.6	2	-3	-2
O=C(NC(c1ccc(Cl)cc1)c1cnccn1)C1CCN(Cc2ccccc2)CC1 (stereo unspecified)	-2	-2	-6	nt	-3	nt	0	nt	1
CC1=CC(=Nc2c(C)n(C)n(-c3ccccc3)c2=O)C=C(C)C1=O	0	11	-16	-3	-3	0.3	1	-1	1
CCCC1C(C#N)=C(N)Oc2n[nH]c(C(C)(C)C)c21 (stereo unspecified)	-11	9	-9	-7	-7	5.5	-4	4	1
O=C(OCc1nnc(-c2ccccc2)o1)c1cccnc1Cl	-9	-5	11	15	0	0.6	0	1	1
Cc1ccc(S(=O)(=O)N2C[C@@]3(O)Cn4c(=O)ccc(=O)n4C[C@@]3(OC(=O)NCC3CCCCC3)C2)cc1	-7	0	-10	nt	-2	nt	-2	nt	1
CNc1cc([N+](=O)[O-])ccc1N/C=C/C(=O)c1ccc2c(c1)OCO2	-2	-2	-1	14	-2	0.0	2	-1	1
O=C(O)Cc1sc(N/N=C\c2ccccc2)nc1-c1ccccc1	8	-3	-6	1	1	-0.5	-6	9	4
CC1(C)C(CC2OCC(CN3CCCCC3)O2)[C@H]2CC[C@@H]1C2 (stereo partly specified)	6	-11	3	0	-5	4.5	-6	4	5
CN1CCN(C(=O)/C(=C/c2ccc(N(C)C)cc2)NC(=O)c2ccccc2)CC1	17	-2	9	-5	-3	3.5	-5	-2	2
CCOc1ccc(/C(O)=C2/C(=O)C(=O)N(c3ccccn3)C2c2ccc(F)cc2)c(C)c1 (stereo unspecified)	4	4	4	3	-3	0.7	8	2	-1
Cc1cccc(N2CCN(c3nc4ccc(Cl)cc4n4cnnc34)CC2)c1C	0	8	-2	-20	1	1.7	-4	8	0
O=C1c2ccccc2C(=O)N1CCc1nc(-c2ccccn2)no1	3	-8	-4	22	1	-4.9	0	5	0
O=S(=O)(c1ccc2ccccc2c1)n1cccn1	3	0	3	0	-3	-0.1	-3	-2	2
Cc1cccnc1C1=NOC(Cc2ccccc2)C(=O)N1Cc1ccc2c(c1)OCO2 (stereo unspecified)	3	-6	0	nt	0	nt	-4	nt	4
Cc1ccc(NC(=O)CC2NCCNC2=O)cc1Cl (stereo unspecified)	5	2	3	-7	2	-1.7	4	10	1
O=C(CSc1nc2c([nH]c3ccccc32)c(=O)n1-c1ccccc1F)NCC1CCCO1 (stereo unspecified)	-10	-1	7	-3	1	-2.5	1	0	9
C/C(=N/Nc1ccccc1[N+](=O)[O-])c1ccc([N+](=O)[O-])cc1	1	7	-4	1	1	0.3	2	-6	2
CCOc1ccc(N(CC(=O)NC2CCCCC2)S(=O)(=O)c2ccc(C)cc2)cc1	8	-6	-2	-9	-3	0.8	3	1	0
Cc1cccc(N(Cc2cc3ccccc3[nH]c2=O)S(=O)(=O)c2ccccc2)c1	-1	14	-8	-20	-2	-4.0	0	0	1
Cc1ccccc1N(CC(=O)NC1CCCCC1)C(=O)CCC(=O)Nc1nccs1	-5	0	-8	-8	1	-0.4	6	-4	1
COc1ccc(CNC(=O)C(C)n2ccc3cc(S(=O)(=O)N4CCCCCC4)ccc32)cc1 (stereo unspecified)	15	-6	5	9	-2	3.9	-7	-4	6
CC(C)CN(C(=O)CSc1nc2ccccc2o1)c1c(N)n(Cc2ccccc2)c(=O)[nH]c1=O	5	7	-17	-14	1	0.3	6	-3	1
CCCCNc1nc2ccccc2nc1NS(=O)(=O)c1ccc(F)cc1	2	3	6	7	-4	-0.6	0	7	2
COC(=O)c1cc(=O)n(Cc2ccco2)c(=Nc2ccc(F)cc2)s1	1	1	-5	-15	-2	8.6	0	6	-1
O=S(=O)(Nc1cccc(S(=O)(=O)N2CCOCC2)c1)c1ccc2c(c1)OCCO2	10	2	2	-4	2	0.2	-7	3	4
C/C(=N\Nc1cc(-c2ccccc2)nc(-c2ccccc2)n1)c1ccc(O)c(C)c1	-5	7	8	-37	3	-4.2	8	6	1
COc1c(C)cc(Br)cc1C(=O)NC(=S)NCc1ccco1	10	-6	-1	-2	-3	-0.4	-2	6	-1
Cc1ccccc1CSCC(Nc1ccc(C(=O)O)cc1[N+](=O)[O-])C(=O)O (stereo unspecified)	1	5	-17	-17	1	0.9	-5	-4	1
CC(C)(C)C1CCC(C(=O)NCCc2ccc(S(N)(=O)=O)cc2)CC1 (stereo unspecified)	6	-7	4	1	1	0.1	-1	8	3
CCc1ccc2[nH]c3nc(SCc4nnc(-c5ccc(C)cc5)o4)nnc3c2c1	-11	3	1	-12	-2	3.9	13	-2	0
CCOC(=O)COc1cccc2c(=O)n(CC(=O)N3CCCCC3)ccc12	2	7	-9	3	-5	2.9	-1	-2	1
COC(=O)CC1=C(C(=O)OC)C(c2cc(OC)c(OC)cc2OC)C(C#N)=C(N)O1 (stereo unspecified)	10	-2	17	-12	-5	0.8	-9	12	1

Quoted from the listing.
Reading for C/C(=N\Nc1cc(-c2ccccc2)nc(-c2ccccc2)n1)c1ccc(O)c(C)c1 in M4 PAM: 7
Reading for COC(=O)CC1=C(C(=O)OC)C(c2cc(OC)c(OC)cc2OC)C(C#N)=C(N)O1 (stereo unspecified) in IDE cell inh: 12
Reading for CCc1ccc2[nH]c3nc(SCc4nnc(-c5ccc(C)cc5)o4)nnc3c2c1 in M4 ag: 0

Compounds as they come; any-hit rate near 2.9%.
